Compound activity deposited in PubChem by National Center for Advancing Translational Sciences (NCATS).
Pf Dd2 inh = inhibitors of Plasmodium falciparum Dd2 growth; P. falciparum Dd2 growth, SYBR Green, 72 h; Potency, µM (top dose mostly 28.9 µM), for inactives: top-dose activity, negative = inhibition, usual class: inhibitors; 4.3% of 120,000 active; AID 1347417; active = well fitted inhibition curve with a large enough effect; inconclusive = small, poorly fitted or top-dose-only effect; inactive = no such curve, though single readings can be large or run the other way;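 note: plate controls were DMSO vehicle for no effect and reference drug for full effect; nearly all actives have a fitted effect of over 65% in size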
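Readout: SYBR Green fluorescence, 485 nm excitation, 535 nm emission, after ~16 h lysis at 37C. Before that, Dd2-infected red cells (2.5% hematocrit) grew 72 h with compound, 29 uM top final concentration.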
The depositor's hits bear a star; i = inactive; ? = inconclusive; [ ] = remark or other dose. Potency is the fitted concentration of half-maximal effect. Some of the compounds tested, so the mix of outcomes need not match the whole.

mol	Pf Dd2 inh
CC[C@@H]1[C@@H](NC(=O)CSCc2ccccc2Cl)[C@@H]2CCO[C@H]12	1%
CC(=O)N1CCCc2cc(S(=O)(=O)N3CCCC(C(=O)Nc4cccc(F)c4)C3)ccc21 (stereo not given)	-26%
COc1ccc(CN(Cc2ccc(OC)cc2)[C@@H]2CO[C@H](CNC(=O)CC(C)(C)C)[C@H]2O)cc1	?
COCCN(Cc1ccncc1)C(=O)C1CCN(C(=O)C2CC2)CC1	29%
Cc1noc(C)c1CN1CC[C@@H]2OCC(=O)N(Cc3c[nH]c4ccccc34)[C@H]2CC1	?
CC(C(=O)NCc1ccc(Cl)cc1)n1ccc2cc(S(=O)(=O)N3CCCC3)ccc21 (stereo not given)	-19%
CCOc1cccc(C(=O)Nc2ccc(-c3nc4ncccc4o3)cc2C)c1	-5%
O=C(NC[C@H]1Cn2c(-c3ccc(F)cc3)cnc2CO1)c1ccc(Cl)cc1	i
CNC(=O)N1CCC(OC2CCN(Cc3ccccc3)CC2)CC1	-26%
Cc1cccc(C(=O)N2CCC3(CCCCO3)CC2)c1	i
Cn1c(=O)n([C@H]2CCCN(C(=O)Nc3ccc4c(c3)OCCO4)C2)c2ncccc21	i
COCCn1ccc2c(C(=O)Nc3ccc4c(c3)C(=O)N3CCC[C@H]3C(=O)N4)cccc21	-16%
COc1ccc(-n2cc(C(=O)NCc3cccc(OC)c3)c3ccccc3c2=O)cc1	i
O=C(CC1N=C2c3ccccc3N=C(SCc3ccc(Cl)cc3)N2C1=O)NCc1cccs1 (stereo not given)	92%[activator]
O=C(NCc1ccco1)N1c2ccccc2CC1c1nc(C2CC2)no1 (stereo not given)	i[5.79 µM]
CS(=O)(=O)c1ccc(CN2C[C@@H](F)[C@@H](OCc3nc4ccc(F)cc4[nH]3)C2)cc1	?
COc1ccc(C2Cn3nnc(C(=O)N4CCC(C(=O)NCCc5ccccc5)CC4)c3CO2)cc1 (stereo not given)	-13%
Cc1ccccc1CNC(=O)c1ccc(CSc2nc3cccnc3n2Cc2ccccc2)cc1	-16%
CNC(=O)N1CCC(C2CCN(S(=O)(=O)c3cccc(C#N)c3)C2)CC1 (stereo not given)	?
COCCC1CN(Cc2nc(-c3cccc(C(F)(F)F)c3)oc2C)CCO1 (stereo not given)	7%
O=C([C@@H]1CNC[C@H](C(=O)N2CCN(c3ccncc3)CC2)C1)N1CCOCC1	-9%
O=C(NC1CCCCC1)c1ccc(CSc2nc3ccncc3n2Cc2ccccc2)cc1	?
Cc1cccc(C(=O)N2CCc3nnc([C@@H]4C[C@@H](O)CN4C(C)C)n3CC2)c1	-10%
COc1ccc(OC)c(S(=O)(=O)NCCc2ncc(C)n2C(C)C)c1	?
COC1CN(C2CCN(C(=O)CC(C)C)CC2)C12CCOCC2 (stereo not given)	-21%
COc1ccc([C@H]2C[C@@H](O)[C@@H](O)[C@@H]2NCC(C)C)cc1	i
O=C(O)C[C@@H]1CCN(C(=O)c2ccnc(Cl)c2)C[C@@H]1CCN1C[C@@H]2C[C@H](C1)c1cccc(=O)n1C2	-2%
CCCc1ccc(OC(C)C(=O)Nc2sc3c(c2C(=O)OC)CCCCC3)cc1 (stereo not given)	?
C=CC[C@H]1CC(C)=C[C@H](CC=C)N1Cc1ccc(CN(C)S(C)(=O)=O)o1	?
COc1cccc([C@@H]2CN(C(=O)c3cnn(C)c3)C[C@H]2C(=O)O)c1OC	-11%
CCOC(=O)Cc1c(C)nc2cc(-c3ccc(C(C)(C)C)cc3)nn2c1C	i
CCS(=O)(=O)N1CCC(F)(c2nc(-c3ccccc3)no2)CC1	-19%
Cc1nc2n(n1)C(C(=O)Nc1ccc(C)c(C)c1)CC(=O)N2 (stereo not given)	-1%
COc1cccc(NC(=O)CCc2c(C)nc3c4cccnc4nn3c2C)c1	?
Cc1ccccc1-c1noc(-c2nnn(-c3ccccc3C)c2N)n1	11%
CC1CCC(NC(=O)c2ccc3c(c2)N(Cc2cccc(F)c2)C(=O)c2ccccc2S3)CC1 (stereo not given)	?
CCOC(=O)CCNC(=O)N1CCCCCCN(C)C(=O)CC1	5%
NC1CCc2nn(CC(=O)N3CCCN(c4ncccn4)CC3)c(=O)n2CC1 (stereo not given)	9%
COCCN1CCCN(C(=O)c2cc(C)ccc2C)c2ccccc21	10µM*
O=C(NCCc1cnccn1)C1CCN(C(=O)C2CCC2)CC1	-15%
Cc1ccccc1CSc1ncc(Cl)c(C(=O)NCc2ccccc2)n1	5%
COc1ccc(N2CCN(S(=O)(=O)c3ccc(-c4cnc(C5CC5)o4)cc3)CC2)cc1	-1%
Cc1nncn1CCN1CCCC(CCC(=O)N(C)C2CCN(C)CC2)C1 (stereo not given)	5%
O=C(CCc1ccc(-c2cccs2)o1)NC[C@@H]1C[C@H](F)CN1	?
COc1ccc(-c2noc(-c3ccc(N4CCCCC4C)c([N+](=O)[O-])c3)n2)cc1OC (stereo not given)	23%
COc1cccc(NC(=O)c2ccc3c(c2)NC(C)(COCCN(C)C)CO3)c1 (stereo not given)	-9%[44.1 µM]
COc1ccc(N(Cc2cccs2)C(=O)COc2cccc(Cl)c2)cc1	-8%
COc1cc(NC(=O)Cn2nc(C(F)(F)F)c3c2CCC3)cc(OC)c1OC	?
CC(C)(C)c1cc(CC2(NCc3ccc(CO)o3)COC2)no1	-17%[44.1 µM]
CC(C)CN1C[C@@H]2OCC(=O)N(CC(N)=O)[C@@H]2C1	-4%[44.1 µM]
Cn1nc(C2CCN(C(=O)c3ccc(CO)o3)CC2)n(-c2ccccc2)c1=O	-5%
CCOc1ccc(NC(=O)C2CCCN(c3cnccn3)C2)cc1 (stereo not given)	8%
CC(C)(C)OC(=O)N1CCC(c2c(C(=O)N3CCCCC3)cnn2-c2cccc(F)c2)CC1	-5%
O=S(=O)(N1CCCCC1)N1CCOC(Cc2ccccc2Cl)C1 (stereo not given)	i
COc1ccc(C(=O)N2CCC(C3CCN(S(C)(=O)=O)CC3)C2)cc1OC (stereo not given)	-9%
O=C1NC2(CCN(C(=O)Cc3ccccc3)C2)Oc2ccccc21 (stereo not given)	i
COc1ccc(-c2noc([C@@H]3CCCN3C(=O)c3ccccc3OC)n2)cc1OC	i
COc1ccccc1CCNC(=O)Cn1nc2c(cc1=O)CCCC2	-17%
COc1cccc(C(=O)N2CCC(N3C[C@H](O)C[C@H]3C(=O)NCc3ccc(F)cc3)CC2)c1	?
CCOc1ccc(-c2csc(-c3nc(-c4ccc(Br)s4)cs3)n2)cc1	4%

(further entries)
mol	Pf Dd2 inh
COCCN1CCC(N2CCN(S(=O)(=O)c3ccc(OC)c(Cl)c3)CC2)C1=O (stereo not given)	-12%
COc1ccccc1OCc1ccc(C(=O)Nc2ccc(C)c(C)c2)o1	0%
COc1cc(NC(=O)CN2Cc3ccccc3C2=O)cc(OC)c1OC	i
O=C(NCCCn1ccnn1)[C@H]1CNC[C@@H](C(=O)N2CCCC2)C1	-8%
COc1cc(C)ccc1OCCSc1nnc(-c2ccc(C)cc2)o1	21%
O=C(NCCc1csc(-c2cccc(F)c2)n1)c1ccco1	i
O=C(CC1C(=O)NCCN1CC(c1ccccc1)c1ccccc1)NCc1ccoc1 (stereo not given)	i
COc1ccc2sc(N(Cc3cccnc3)C(=O)c3ccc4c(c3)OCCO4)nc2c1	7.1µM*
CCn1ncc(N2CCC(NC(=O)Cc3cccc(F)c3)CC2)cc1=O	i
CCC1(O)CCC12CCN(C(=O)CCc1nc3ccccc3s1)CC2 (stereo not given)	?
CCCCSCCCNC(=O)CN1C(=O)COc2ccc(S(=O)(=O)N3CCCC3)cc21	22%
CCOC(=O)c1cccc(NC(=O)CCC(=O)N2CC(C)Oc3ccc(C)cc32)c1 (stereo not given)	16%
O=C(CC[C@@H]1CNC(=O)[C@@H]2C[C@H](NC(=O)C3CC3)CN12)NCc1cccs1	0%[44.1 µM]
CCNC(=O)Nc1ccc(OCC(=O)N2CCN(c3cccc(OC)c3)CC2)nc1	0%
COc1ccc(Cn2c(C3CCN(C(=O)c4sccc4C)CC3)n[nH]c2=O)cc1	-14%
O=c1[nH]c(N2CCOCC2)nc2c1CCN(Cc1cccc(F)c1)CC2	i[5.79 µM]
CC(C)NC(=O)C[C@@H]1C[C@H]2O[C@H](CN(C)C)[C@@H](O)[C@H]2O1	37%[activator][44.1 µM]
Cn1cnnc1CC1CCN(c2ncc(C(F)(F)F)cc2Cl)CC1	?
COc1cccc(CNC(=O)CN2C(=O)CSc3ccc(S(=O)(=O)N4CCCC4)cc32)c1	-7%
Cc1cc(C)c(CNC(=O)c2nc(-c3ccccc3)cc3[nH]ccc23)c(=O)[nH]1	-1%[44.1 µM]
O=C1CC(c2ccccc2)N(C(=O)c2ccsc2)CCCCCN1 (stereo not given)	-6%
CCOc1ccc(C2NC(=O)N(CC(=O)N3CCC(C)CC3)C3=C2C(=O)OC3)cc1 (stereo not given)	i
CCOc1cccc(C2c3c(oc4ccc(F)cc4c3=O)C(=O)N2CCOC)c1 (stereo not given)	22%
COc1ccc(CCNC(=O)CCc2cn(Cc3ccc(F)cc3)c3ccccc23)cc1OC	?
COCCc1noc(CN(C)c2cc(C(C)C)nc3ccnn23)n1	-16%
Cc1noc(-c2cn(C3CCN(C(=O)c4ccccc4Cl)C3)nn2)n1 (stereo not given)	-9%
CNC(=O)c1cc(-c2cnn(C)c2C)cc2c1OCCN2Cc1cccnc1	i
Cc1ccc(-n2nnnc2CNC(=O)C2CC(=O)N(c3ccccc3)C2)cc1C (stereo not given)	i
Cc1cncc(-c2ccccc2OCCN(C)C)c1	?
COc1ccc(Cl)cc1C(=O)N1CCC2(CC1)CN(C(C)=O)CC2CO (stereo not given)	-5%

Rewritten field by field: 4 of the compounds above.
O=S(=O)(N1CCCCC1)N1CCOC(Cc2ccccc2Cl)C1 (stereo not given)
  Pf Dd2 inh = i
COc1ccc(C(=O)N2CCC(C3CCN(S(C)(=O)=O)CC3)C2)cc1OC (stereo not given)
  Pf Dd2 inh = -9%
O=C1NC2(CCN(C(=O)Cc3ccccc3)C2)Oc2ccccc21 (stereo not given)
  Pf Dd2 inh = i
COc1ccc(-c2noc([C@@H]3CCCN3C(=O)c3ccccc3OC)n2)cc1OC
  Pf Dd2 inh = i

Continued.
mol	Pf Dd2 inh
O=C(CCc1nc(-c2cccs2)no1)Nc1ccc([N+](=O)[O-])cc1	11µM*
CC1CCCCN1Cc1c(O)ccc2c(=O)c(-c3ccc(Cl)cc3)c(C(F)(F)F)oc12 (stereo not given)	10µM*
CCN(CC)C(=O)[C@@H]1CCC[C@@H](NCc2cnn(C)c2)CN(C)C(=O)C1	7%[44.1 µM]
CN[C@@H](CC(C)C)C(=O)N[C@H]1C[C@@](O)(C(=O)N[C@H](Cc2c[nH]c3ccccc23)C(N)=O)C[C@@H](O)[C@@H]1O	14%
CCc1ccc(CN2CCC3CC(=O)NCCC3C2)cc1 (stereo not given)	-6%[44.1 µM]
O=C(Cc1ccccc1Cl)N1CCN(C2CCN(CCc3ccccc3)C2=O)CC1 (stereo not given)	i
COCCNC(=O)C1COC2(CCN(C(=O)c3ccc(F)cc3)CC2)N1C(=O)c1ccc(C)cc1 (stereo not given)	0%
C1CC(Cc2noc(C3CCOCC3)n2)CN1 (stereo not given)	-16%
COc1ccc(C(=O)N2CCC[C@H]2c2nc(-c3ccccc3Cl)no2)cc1F	i
O=C(Nc1ccc(Cl)cc1)N1CCC(c2ccccc2)C1 (stereo not given)	-3%
CC1(c2ccccc2)N(Cc2ccccc2F)C(=O)OC12CCN(C(=O)c1cnccn1)CC2 (stereo not given)	i
O=C(NC1CCCCC1)C1CC(=O)N(c2n[nH]c3cccc(F)c23)C1 (stereo not given)	0%
Cc1cccc(C(=O)N2CCCN(C)c3ccccc32)c1	?
CN1CC(=O)N(C2CCNC2)Cc2c(NC3CCCCCC3)ncnc21 (stereo not given)	?
COc1cc(OC)c(C2Nc3c(C)cccc3-c3cc(C)nn32)cc1OC (stereo not given)	?
Cc1nc2c(c(-c3ccc(O)cc3)n1)CN(C(=O)C(C)(C)C)CC2	i
Cc1noc(C)c1C1CCCN1C(=O)Cc1nc(-c2cccnc2)n[nH]1 (stereo not given)	-7%
Cc1ccc(CNC(=O)c2ccc(Cn3c(=O)c4ccccc4n(CC(=O)Nc4c(C)cc(C)cc4C)c3=O)cc2)cc1	-19%
COC1C(=O)N(c2cccc(F)c2)C12CCN(C(=O)c1cccc(C#N)c1)CC2 (stereo not given)	-9%
O=C(CCc1nnn2c1CN(C(=O)NC1CCCC1)CC2)N1CCOCC1	-11%
COc1ccc([C@H]2CN(C(=O)C3CCN(C(=O)N(C)C)CC3)C[C@@H]2N)cc1	-3%

Look-ups from the list:
Under Pf Dd2 inh, CC1CCCCN1Cc1c(O)ccc2c(=O)c(-c3ccc(Cl)cc3)c(C(F)(F)F)oc12 (stereo not given) is entered as 10µM*
Under Pf Dd2 inh, O=C(CCc1nc(-c2cccs2)no1)Nc1ccc([N+](=O)[O-])cc1 is entered as 11µM*
Under Pf Dd2 inh, COC1C(=O)N(c2cccc(F)c2)C12CCN(C(=O)c1cccc(C#N)c1)CC2 (stereo not given) is entered as -9%

Molecules listed so far containing a COOH group (2):
mol	Pf Dd2 inh
O=C(O)C[C@@H]1CCN(C(=O)c2ccnc(Cl)c2)C[C@@H]1CCN1C[C@@H]2C[C@H](C1)c1cccc(=O)n1C2	-2%
COc1cccc([C@@H]2CN(C(=O)c3cnn(C)c3)C[C@H]2C(=O)O)c1OC	-11%
